D1 antagonist: human D1 dopamine receptor antagonism; HEK293 TREx D1 cells, calcium flux, dopamine EC80; hits give low values; actives 3.2% (n = 360,000); AID 504652; activity change, negative = inhibition, % at 10 µM; in the data active = activity change below about -30%; note: % is set by controls: 0 for no effect and ±100 for the full control effect
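HEK293 T-REx cells expressing inducible, force-coupled D1 receptor; no-wash Ca dye, 30–90 min RT. Cmpd → 180 s read at 1 Hz → EC80 DA → 180 s read.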
D2 PAM: positive allosteric modulators of human D2 dopamine receptor | P14416 | HEK293 T-REx D2, calcium flux, EC20 dopamine potentiation | potentiation, % at 10 µM | actives 0.34% (n = 340,000) | AID 485347;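 active = potentiation over 3 SD above the plate norm, cut at about 30% in these data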; note: 0% is about no effect
Target sequence (P14416 whole entry, looked up): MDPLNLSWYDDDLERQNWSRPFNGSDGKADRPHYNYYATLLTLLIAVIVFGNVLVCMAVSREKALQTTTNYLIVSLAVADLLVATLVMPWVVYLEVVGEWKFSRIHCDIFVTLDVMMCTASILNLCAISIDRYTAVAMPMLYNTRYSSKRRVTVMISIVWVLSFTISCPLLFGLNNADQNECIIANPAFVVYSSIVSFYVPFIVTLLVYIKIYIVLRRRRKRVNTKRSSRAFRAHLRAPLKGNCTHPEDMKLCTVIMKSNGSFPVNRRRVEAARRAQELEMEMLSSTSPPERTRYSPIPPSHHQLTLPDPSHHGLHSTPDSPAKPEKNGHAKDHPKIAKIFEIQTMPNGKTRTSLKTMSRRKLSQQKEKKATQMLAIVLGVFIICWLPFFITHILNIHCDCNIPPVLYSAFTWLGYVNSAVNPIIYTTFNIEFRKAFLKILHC
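Tetracycline-induced Hek293 Trex D2 cells, force-coupled to calcium, loaded with no-wash calcium dye. Compound added with 180 s kinetic read for agonism, then EC20 dopamine and a further 180 s read for potentiation.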
D2 ag: activates the human D2 dopamine receptor; P14416; HEK293 T-REx D2 cells, calcium flux agonist mode; activation, % at 2 µM; actives 0.53% (n = 340,000); AID 485358;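 active = activation over 3 SD above normal in the single-dose calcium agonist read, cut at about 30% in these data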; note: 0% is about no effect
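Agonism scored from kinetic calcium signal (1 read/sec, 180 s) following compound pin transfer, after a 10 s baseline. Cells: HEK293 Trex line expressing inducible D2 receptor coupled to calcium, dye-loaded after overnight culture at 30 C.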
RXFP1 antagonist: blocks the human relaxin receptor RXFP1 | Q9HBX9 | HEK293-RXFP1, relaxin-stimulated cAMP HTRF, 30 min; hits give low values | activity change, negative = inhibition, % at 57.5 µM | actives 0.59% (n = 350,000);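 active = activity change of -60% or lower, but not beyond a set lower limit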; note: % is set by controls: 0 for no effect and ±100 for the full control effect
TRHR agonist: TRH receptor (human) agonism | P34981 | TRHR cells, calcium flux fluo-8, FDSS agonist mode | activation, % at 2 µM | actives 0.18% (n = 360,000) | AID 493084; note: 0% is about no effect
Target sequence (P34981 whole entry, looked up): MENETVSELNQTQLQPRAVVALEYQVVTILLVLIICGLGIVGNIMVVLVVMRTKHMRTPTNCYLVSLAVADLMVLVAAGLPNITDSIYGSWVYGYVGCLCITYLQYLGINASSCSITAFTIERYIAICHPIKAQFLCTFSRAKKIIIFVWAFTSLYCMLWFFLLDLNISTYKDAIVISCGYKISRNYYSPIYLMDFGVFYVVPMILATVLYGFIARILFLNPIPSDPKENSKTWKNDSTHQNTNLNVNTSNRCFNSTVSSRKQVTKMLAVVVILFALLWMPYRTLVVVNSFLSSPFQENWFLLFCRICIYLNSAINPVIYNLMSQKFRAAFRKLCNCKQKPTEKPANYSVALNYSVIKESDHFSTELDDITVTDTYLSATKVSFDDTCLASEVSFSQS
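Fluo-8-loaded TRHR cells; 10 s baseline, compound added, kinetic Ca2+ fluorescence read 1/s, agonist mode.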
D1 agonist: human D1 receptor agonism; P21728; HEK293 T-REx D1 cells, calcium flux, agonist mode; activation, % at 2 µM; actives 1% (n = 360,000); AID 504660; note: 0% is about no effect
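Inducible HEK293 T-REx D1 cells, force-coupled to calcium signalling, were plated at 4000 cells/well with tetracycline and held overnight at 30 C. After no-wash calcium dye loading, compound-evoked calcium rise over 180 s flagged agonists.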
D1 potentiator: enhances dopamine response at the human D1 receptor; AID 504651; actives 0.036% (n = 360,000); HEK293 TREx D1 cells, calcium flux, dopamine EC20 potentiation; potentiation, % at 10 µM; P21728; in the data active = potentiation above about 30%; note: 0% is about no effect
D2 antagonist: antagonizes the human D2 dopamine receptor | actives 2% (n = 340,000) | HEK293 TREx D2 cells, calcium flux, dopamine EC80 | P14416 | inhibition, % at 10 µM; in the data active = inhibition above about 30%; note: 0% is about no effect
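Calcium flux kinetic readout in an inducible HEK293 TREx D2 line plated overnight at 30 C. After 180 s compound exposure, an EC80 dopamine challenge follows with another 180 s kinetic read to detect antagonism.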
TRHR PAM: TRH receptor (human) allosteric enhancement; actives 0.66% (n = 360,000); AID 493056; P34981; enhancement, % at 2 µM; TRHR cells, fluo-8 calcium fluorescence, EC20 TRH enhancement; in the data active = enhancement above about 30%; note: 0% is about no effect
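TRHR-expressing cells loaded with fluo-8 calcium dye were read kinetically (ex 480/em 530) during compound addition, then stimulated with an EC20 of TRH (10 nM final). Enhancement of the Gq-mediated intracellular calcium response was scored.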
* hit, by the source's call; x = not tested or not shown. Cut-off read from the data, not from the text of the source, unless noted: active = activation above about 30%; inactive = the rest.

Below each SMILES – D1 antagonist	D2 PAM	D2 ag	RXFP1 antagonist	TRHR agonist	D1 agonist	D1 potentiator	D2 antagonist	TRHR PAM
- CCOC(=O)C1(Cc2cccc(Cl)c2)CCCN(C(=O)c2cc(CC)on2)C1 (stereo not drawn)
    -17	13	-0.3	-11	0.5	11	-6	23	-1
- Cc1cc(C)cc(COn2ccnc2)c1
    5	-19	0.3	-6	-0.5	1	-10	20	-4
- O=C(O)/C=C/C(=O)NC1CC1
    -18	-5	0.0	-11	0.5	-1	-4	5	-6
- O=C(NCc1ccco1)C1CCCN1S(=O)(=O)c1ccccc1C(F)(F)F (stereo not drawn)
    -1	23	-1.8	-14	-1.0	2	-6	3	0
- COc1ccccc1CNC(=O)c1cc(-c2ccccc2C)n(CC2CC(c3cccc([N+](=O)[O-])c3)=NO2)n1 (stereo not drawn)
    -5	9	0.6	x	0.1	2	-1	9	-3
- Cc1cc(C)cc(-n2c(SCC(N)=O)nc3c(oc4ccccc43)c2=O)c1
    -20	11	1.8	x	-0.4	0	-6	x	-2
- Cc1cc(NS(=O)(=O)c2ccc(NC(=O)Cc3ccc([N+](=O)[O-])cc3)cc2)no1
    -6	10	0.0	1	0.1	1	-2	5	2
- CCOC(=O)c1cc(-c2ccc(C)cc2)n(CCCC(=O)Nc2cc(C)ccc2C)c1
    -6	-10	1.4	-13	1.0	4	-8	x	6
- Cc1cccc(OC(=O)n2c(=S)oc3cc(Cl)ccc32)c1
    3	12	0.7	-32	-0.2	4	6	-6	-3
- COc1ccc(CCNC(=O)c2ccc(OC)c(OC)c2)cc1OC
    6	4	x	-1	0.5	7	-3	x	-3

New compounds follow:
Below each SMILES – D1 antagonist	D2 PAM	D2 ag	RXFP1 antagonist	TRHR agonist	D1 agonist	D1 potentiator	D2 antagonist	TRHR PAM
- Cc1cc(SCC#N)n2nc(C)c(-c3ccccc3)c2n1
    10	6	-0.1	5	-0.6	1	-3	-15	2
- c1ccc(-c2nc(CSc3nnnn3-c3ccccc3)cs2)cc1
    -5	-3	-1.2	38	1.3	14	-5	-1	-1
- CCOc1ncccc1C(=O)Nc1cc(C(F)(F)F)ccc1N1CCOCC1
    3	22	0.0	15	-0.2	0	-4	-21	6
- CCc1ccc(/C=C(\Cl)c2nc3cc(Cl)ccc3c(=O)[nH]2)cc1
    13	6	0.9	9	0.2	4	1	10	5
- Cc1nc2ccc(NC(=O)N3CCC(c4ccccc4)C3)cc2nc1C (stereo not drawn)
    4	-2	0.3	9	-0.1	0	-6	-19	0
- COc1ccccc1CNC(=O)Cc1csc(NC(=O)Nc2ccccc2OC)n1
    5	-11	0.1	-5	-0.1	3	-5	-6	-3
- Cc1ccc(S(=O)(=O)NCCC(=O)NNC(=O)C2COc3ccccc3O2)cc1 (stereo not drawn)
    -3	-8	-1.0	-4	-0.4	0	0	-1	-5
- COc1cc(/C=C(\C#N)C(=O)Nc2ccccc2C(=O)O)cc(Cl)c1OC
    -3	40*	-0.6	-20	-0.5	2	0	0	4
- CCCS(=O)(=O)c1nc(S(=O)(=O)c2ccc(C)cc2)c(N2CC(C)OC(C)C2)s1 (stereo not drawn)
    21	3	-2.5	17	-0.1	0	3	-18	5
- COC(=O)c1ccccc1NC(=O)CCCn1nc([N+](=O)[O-])c(Br)c1C
    -22	7	-0.4	1	28	5	-1	-5	0

Additional entries follow:
Below each SMILES – D1 antagonist	D2 PAM	D2 ag	RXFP1 antagonist	TRHR agonist	D1 agonist	D1 potentiator	D2 antagonist	TRHR PAM
- COc1cccc(CN(C)S(=O)(=O)c2c(C)noc2C)c1OC
    -7	13	0.6	-6	0.3	1	-1	-3	18
- C=CCN(Cc1nc(-c2ccc(OC)cc2)no1)C(=O)c1ccc2c(c1)OCO2
    -1	-2	0.1	4	-0.2	17	-10	17	4
- CCCCC(c1nnnn1C1CCCC1)N1CCN(C(=O)c2ccco2)CC1 (stereo not drawn)
    -10	-5	0.4	6	0.4	4	8	-5	-7
- CC1=C(C(=O)OC(C)C)C(c2ccc(Cl)cc2)n2c(s/c(=C\c3ccc(OCC(=O)O)cc3)c2=O)=N1 (stereo not drawn)
    -14	-12	4.6	-1	10	18	-3	3	-3
- O=C(c1ccc(F)cc1)C1CCN(CCn2c(=S)[nH]c3ccccc3c2=O)CC1
    -79*	12	-1.4	x	-0.4	0	-2	-16	3
- C=CCNC(NC(=O)c1ccccc1)(C(=O)OCC)C(F)(F)F (stereo not drawn)
    4	11	-0.1	13	-0.3	2	1	10	0
- Cc1nc2cc(C(=O)NCCN3CCOCC3)ccc2n1-c1ccc(F)cc1F
    -14	-11	0.2	9	1.6	2	-4	0	-5
- CCOC(=O)C(C)On1c(-c2ccccc2)nc2ccc([N+](=O)[O-])cc21 (stereo not drawn)
    -26	2	0.3	-10	-0.6	1	-4	-16	-2
- COc1ccccc1N1CCN(C(=O)Cn2nc3n(C)c4ccccc4n3c(=O)c2=O)CC1
    1	-6	0.1	x	-0.5	0	3	2	-1
- Cn1c(Cn2nnc3ccccc32)nnc1SCC(=O)N1c2ccccc2CCc2ccccc21
    4	-5	0.1	-12	0.0	1	0	-2	-6

Next section
Below each SMILES – D1 antagonist	D2 PAM	D2 ag	RXFP1 antagonist	TRHR agonist	D1 agonist	D1 potentiator	D2 antagonist	TRHR PAM
- CCOC(=O)c1[nH]c2ccccc2c1NC(=O)CC(C)C
    3	0	-2.0	x	-0.4	0	-5	-29	-1
- CCCNC(=O)c1cc2n(n1)CCCN(Cc1ccc(F)cc1)C2=O
    14	8	-0.2	-13	-0.1	0	-3	x	1
- COc1ccc(N=Nc2n(C)c3ccccc3[n+]2C)cc1
    -5	15	-1.3	x	-0.3	1	-7	3	4
- COc1ccc(NC(=O)N2CCCC2C(=O)Nc2cccc(C)c2C)cc1 (stereo not drawn)
    -2	4	0.7	-7	0.2	3	-3	-1	1
- CCOC(=O)C1CCN(C(=O)Nc2ccc(Cl)cc2)CC1
    6	12	0.3	1	0.4	1	5	-3	18
- O=C([C@H](O)c1ccccc1)N1CCC[C@H]1CO
    28	-4	3.0	5	0.2	0	1	3	7
- COc1ccc(C(=O)N/C(=C\c2cn(C)c3ccccc23)C(=O)N2CCOCC2)cc1
    9	-4	-1.1	-26	-0.4	2	-3	21	-3
- O=C(c1cccc(F)c1)N1CCN(C(=O)c2cc3ncc(Br)cn3n2)CC1
    1	16	-0.9	19	0.2	1	1	-34	2
- O=C(Nc1ccc2ccccc2n1)Nc1cccs1
    -3	-9	-0.1	-12	0.2	2	-4	4	-9
- CC1=C(C(=O)Nc2ccccc2)C(c2ccccn2)n2nc(CCCO)nc2N1 (stereo not drawn)
    -6	-4	-1.5	x	-0.6	3	2	-3	3

Ordered by molar mass (highest first): part of the list above.
Below each SMILES – D1 antagonist	D2 PAM	D2 ag	RXFP1 antagonist	TRHR agonist	D1 agonist	D1 potentiator	D2 antagonist	TRHR PAM
- CC1=C(C(=O)OC(C)C)C(c2ccc(Cl)cc2)n2c(s/c(=C\c3ccc(OCC(=O)O)cc3)c2=O)=N1 (stereo not drawn)
    -14	-12	4.6	-1	10	18	-3	3	-3
- C=CCN(Cc1nc(-c2ccc(OC)cc2)no1)C(=O)c1ccc2c(c1)OCO2
    -1	-2	0.1	4	-0.2	17	-10	17	4
- CC1=C(C(=O)Nc2ccccc2)C(c2ccccn2)n2nc(CCCO)nc2N1 (stereo not drawn)
    -6	-4	-1.5	x	-0.6	3	2	-3	3
- CCOC(=O)C(C)On1c(-c2ccccc2)nc2ccc([N+](=O)[O-])cc21 (stereo not drawn)
    -26	2	0.3	-10	-0.6	1	-4	-16	-2
- CCc1ccc(/C=C(\Cl)c2nc3cc(Cl)ccc3c(=O)[nH]2)cc1
    13	6	0.9	9	0.2	4	1	10	5
- CCOC(=O)c1[nH]c2ccccc2c1NC(=O)CC(C)C
    3	0	-2.0	x	-0.4	0	-5	-29	-1

More results
Below each SMILES – D1 antagonist	D2 PAM	D2 ag	RXFP1 antagonist	TRHR agonist	D1 agonist	D1 potentiator	D2 antagonist	TRHR PAM
- O=C(Nc1ccc(N2CCOCC2)c(Cl)c1)c1ccc(-n2cnnc2)cc1
    -2	0	0.4	-2	1.2	1	-2	0	0
- Cc1ccc2c(c1)C1CN(C)CCC1N2C(=O)c1cccc(S(=O)(=O)N2CC(C)CC(C)C2)c1 (stereo not drawn)
    10	-12	1.5	-15	-1.8	2	-6	12	-7
- CC(=O)c1cccc(NC(=O)CSc2nnc3ccc(-c4ccc(Br)cc4)nn23)c1
    x	-4	0.6	-5	-0.5	-3	3	x	2
- O=C(Nc1cc(Cl)ccc1N1CCOCC1)c1ccc(N2CCCC2=O)cc1
    1	-1	0.5	13	0.1	2	5	-1	-3
- CCOC(=O)c1[nH]c(C)c(C(=O)Nc2ccc(Cl)cc2)c1C
    -2	9	2.3	1	0.0	3	0	-2	-3
- COCC(C)n1c(C)cc(C(=O)CSc2nnc(N)s2)c1C (stereo not drawn)
    x	15	x	-14	0.1	1	-2	-7	3
- CCOCc1c(C(=O)Nc2ccc(OC)nc2)oc2ccccc12
    6	-5	-1.2	-9	-0.6	-3	3	-7	-2
- CCOC(=O)Nc1sc(=S)n(C)c1C
    -4	12	-0.2	-12	-0.7	3	-2	-33	2
- Cn1c(/N=C/c2c[nH]c3ccccc23)nc2ccccc21
    2	0	1.7	5	0.0	2	-2	-4	-7
- Cc1ccc(NC(=O)c2ccco2)c(NC(=O)C2CCCO2)c1 (stereo not drawn)
    x	-2	0.5	-2	-0.2	-1	-1	-7	0

Later entries:
Below each SMILES – D1 antagonist	D2 PAM	D2 ag	RXFP1 antagonist	TRHR agonist	D1 agonist	D1 potentiator	D2 antagonist	TRHR PAM
- O=C(NCc1cccc(Br)c1)c1ccc(NC(=O)N2CCCCc3ccccc32)cc1
    2	-15	-0.2	x	1.3	4	-3	x	2
- CCOc1ccc(S(=O)(=O)N(CC)CC(=O)NCc2cccnc2)cc1
    4	x	-2.4	3	-0.2	1	-7	-11	5
- COc1cc(/C=C2\SC(=O)N(CCN)C2=O)ccc1OS(=O)(=O)c1cc(C)ccc1C
    -13	3	2.5	-72*	0.9	29	-4	-7	3
- CC1CCCCC1NC(=O)c1cccc(N2C(=O)C3C4C=CC(C4)C3C2=O)c1 (stereo not drawn)
    -6	x	x	-1	-0.7	1	-6	x	0
- O=S(=O)(c1ccccc1)c1nc(-c2ccco2)oc1NCc1ccccc1
    11	-1	-0.4	0	0.0	1	-10	-7	3

Compound activity as filed in PubChem BioAssay.
